Assay outcomes: PubChem, several laboratories
OXTR ag = human OXTR agonists, primary screen, fluorescence, CHO-OTR cells, Fluo-8 calcium. activation, % at 3 µM. hit rate 0.32% among 320,000. Oxytocin receptor (Homo sapiens), P30559. Fluo-8 calcium fluorescence; normalized: DMSO 0%, oxytocin 100%;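 active means activation above the mean of all tested compounds plus 3 SD, cutoff set per screening run, cut at about 20% in these data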;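 further: peak over basal fluorescence ratio from a 100 s FLIPR kinetic read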
GPR7 antag = GPR7 receptor antagonists, primary screen, cell-based, fluorescence, single concentration. GPR7-expressing cells, fluorescence antagonist assay. inhibition, % at 4.4 µM. hit rate 1.1% among 290,000; in the data active means inhibition above about 16%, passing the limit was not always enough;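 further: cells stimulated with the agonist NPW; 0% = agonist with vehicle and 100% = vehicle without agonist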
Target sequence (P48145 whole entry, looked up): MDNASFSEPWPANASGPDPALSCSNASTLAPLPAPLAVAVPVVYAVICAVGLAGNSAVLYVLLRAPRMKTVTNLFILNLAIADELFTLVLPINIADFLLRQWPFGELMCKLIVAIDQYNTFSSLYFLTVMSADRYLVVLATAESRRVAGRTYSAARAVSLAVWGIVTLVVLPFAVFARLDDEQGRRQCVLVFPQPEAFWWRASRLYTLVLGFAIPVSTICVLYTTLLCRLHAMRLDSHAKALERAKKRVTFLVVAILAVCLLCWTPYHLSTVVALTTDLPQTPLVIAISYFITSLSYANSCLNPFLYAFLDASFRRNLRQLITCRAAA
IMP-1 inh = IMP-1 metallo-beta-lactamase inhibitors, primary screen, biochemical, epi-absorbance readout, Pseudomonas aeruginosa enzyme. metallo-beta-lactamase IMP-1 (Pseudomonas aeruginosa). purified IMP-1, nitrocefin hydrolysis, epi-absorbance fluorescence. inhibition, % at 5.6 µM. hit rate 0.45% among 290,000. AID 1556, 2009;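 active means inhibition above the mean plus 3 SD of all compounds in the same screening run, cut at about 4.5% in these data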;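 further: 0% = IMP-1 with DMSO and 100% = DMSO wells lacking enzyme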
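System: Purified IMP-1 | Read-out basis: Percent enzyme inhibition | Controls: IMP-1 with DMSO as 0%, enzyme-free DMSO as 100% | Replicates: One well per compound | Doses: 5.6 µM nominal single concentration | Detection: Epi-absorbance fluorescence, 480 nm excitation, 530 nm emission | Incubation: 25 °C, 15 min preincubation, 25 min reaction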
VIM-2 inhibitor = VIM-2 metallo-beta-lactamase inhibitors, primary screen, biochemical, epi-absorbance readout, Pseudomonas aeruginosa enzyme; hit rate 0.89% among 290,000; purified VIM-2, nitrocefin hydrolysis, epi-absorbance fluorescence; inhibition, % at 5.6 µM;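 active means inhibition above the mean of all tested compounds plus 3 SD, cutoff set per screening run, cut at about 7.5% in these data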;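 further: red hydrolysis product quenches plate fluorescence so inhibitors raise well fluorescence; 0% = enzyme with DMSO and 100% = DMSO without enzyme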
DNA FID counter = compounds displacing fluorescent DNA intercalator, primary screen, artefact control for HCV NS3 helicase inhibitor project, biochemical, FID fluorescence; DNA fluorescent intercalator displacement; inhibition, % at 7.9 µM; hit rate 0.17% among 290,000; AID 1845, 2009; in the data active means inhibition above about 37%;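 further: 0% = vehicle and 100% = reference compound; higher means more ethidium bromide displaced from hairpin DNA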
GalR3 antag = GalR3 antagonists in HEK293 cells, primary screen, cell-based, fluorescence readout. inhibition, % at 3 µM. HEK293 GalR3-CNG cAMP membrane potential fluorescence; galR3 body fused to GalR1 C-terminus. Galanin receptor type 3 (Homo sapiens), O60755. AID 651719, 2012. hit rate 0.44% among 360,000;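 active means inhibition above the screen-wide average plus 3 SD, cut at about 13% in these data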;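 further: forskolin and galanin both at EC90 stimulate the cells; cAMP rise reported by CNG channel membrane potential dye signal; 0% = forskolin plus galanin with DMSO and 100% = forskolin alone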
Target sequence (O60755 1-299 limits assumed): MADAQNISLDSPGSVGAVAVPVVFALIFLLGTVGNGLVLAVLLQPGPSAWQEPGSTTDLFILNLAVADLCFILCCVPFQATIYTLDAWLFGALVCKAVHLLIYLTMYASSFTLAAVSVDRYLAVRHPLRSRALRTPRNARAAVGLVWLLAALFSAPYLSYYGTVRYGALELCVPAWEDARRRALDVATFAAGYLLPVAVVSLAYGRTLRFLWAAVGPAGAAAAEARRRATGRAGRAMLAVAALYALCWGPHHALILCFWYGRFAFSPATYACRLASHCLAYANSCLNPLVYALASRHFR
PHOSPHO1 inh = PubChem AID 1565. Phosphoethanolamine/phosphocholine phosphatase (Homo sapiens), Q8TCT1. recombinant PHOSPHO1, absorbance phosphatase assay. inhibition, % at 13.3 µM. hit rate 1.1% among 290,000; in the data active means inhibition above about 60%
Target sequence (Q8TCT1 whole entry, looked up): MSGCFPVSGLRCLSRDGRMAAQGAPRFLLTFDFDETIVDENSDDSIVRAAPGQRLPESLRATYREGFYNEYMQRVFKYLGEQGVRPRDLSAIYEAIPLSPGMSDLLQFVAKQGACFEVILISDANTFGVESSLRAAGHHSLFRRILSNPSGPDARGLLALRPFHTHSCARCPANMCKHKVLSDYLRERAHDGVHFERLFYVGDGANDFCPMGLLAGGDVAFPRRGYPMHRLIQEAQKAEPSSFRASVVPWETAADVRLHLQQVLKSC
HCV NS3 hel inh = inhibitors of HCV NS3 helicase, primary screen, biochemical, Cy5 molecular beacon fluorescence | NS3 helicase DNA unwinding | inhibition, % at 10.9 µM | hit rate 0.56% among 290,000;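 active means inhibition above the mean of all tested compounds plus 3 SD, set per campaign, cut at about 35% in these data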;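 further: 0% = DMSO wells and 100% = thioflavine S control wells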
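System: NS3 helicase fragment of HCV / Schedule: 1 h at 25 °C / Control set: DMSO alone as 0% and 110 µM thioflavine S as 100% / Reagent: Cy5/quencher beacon DNA duplex and ATP to start / Technique: Cy5 fluorescence / Replication: singlicate / Evaluation: % inhibition of end-to-start signal ratio versus controls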
V1R ag counter = agonists of human V1a receptor, primary screen, counter-screen for OXTR agonist project, fluorescence, CHO-V1R cells. Vasopressin V1a receptor (Homo sapiens), P37288. Fluo-8 calcium fluorescence, agonist mode; 0% DMSO, 100% 3 nM vasopressin. activation, % at 3 µM. hit rate 0.25% among 320,000;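 active means activation above the mean activation of all tested compounds plus 3 SD, per screening run, cut at about 20% in these data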;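 further: signal is peak over basal fluorescence ratio across a 100 second FLIPR read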
* = called active by the depositor; nt = no result given.

SMILES	OXTR ag	GPR7 antag	IMP-1 inh	VIM-2 inhibitor	DNA FID counter	GalR3 antag	PHOSPHO1 inh	HCV NS3 hel inh	V1R ag counter
Cc1ccc(-c2nc(C#N)c(NCC3CCCO3)o2)cc1 (stereo unspecified)	0.3	9	-2.1	-3.0	-12	-1	-1	-7	0.1
COc1ccc(N(C)C(=O)Nc2ccc3c(c2)nnn3C)cc1	1.8	1	0.6	1.8	-3	1	-52	-8	1.2
CCOc1ccc(S(=O)(=O)NCCCn2ccnc2)cc1NC(C)=O	-0.7	-14	-0.4	0.7	0	-1	47	-3	0.8
Cc1nc(=O)c(-c2ccccc2)c(C)n1-c1cccc(C(=O)O)c1	3.2	-6	0.2	-1.0	-2	-3	-6	3	0.8
C[N+]1(C)CC2=Cc3ccccc3CC2C1 (stereo unspecified)	-0.1	-5	-0.2	-2.6	9	1	0	-4	-0.1
CN1CCN(c2ccc(S(=O)(=O)Nc3ccccc3)cc2[N+](=O)[O-])CC1	12	4	-3.0	-3.8	17	-6	2	6	10
CCN(CC)C(=O)C(C)N(C#N)c1nc(SC)nc(N(C)C)n1 (stereo unspecified)	-0.8	-6	-1.0	-1.8	-19	-4	6	0	0.2
CCC(CC)c1nnc(NC(=O)c2ccc3ccccc3n2)s1	-1.4	-2	-2.5	-3.3	-23	1	12	-7	-1.4
COC(=O)c1cc(CSC(=N)N)ccc1OCCC(C)C	2.6	-5	-3.5	-2.0	10	-4	6	-22	3.7
O=C(C(=O)N1CCc2ccccc2C1)c1cn(CC(=O)N2CCCCC2)c2ccccc12	-2.0	-2	-1.4	2.0	-26	-2	-12	-4	0.4
COc1cc(NC(=O)CN(C)Cc2ccc(OC(F)F)cc2)c(C)cc1[N+](=O)[O-]	4.3	-5	-6.5	-4.0	3	-5	-7	-10	3.1
CC(=O)N1CCN(S(=O)(=O)c2ccc(S(=O)(=O)NCC(C)C)cc2)CC1	0.8	10	-4.7	-5.7	-8	nt	21	5	-1.3
COc1cc2nc(C3CCC3)n(N)c(=O)c2cc1OC	0.5	-10	-2.1	-1.5	-3	-9	nt	-6	0.7
CCOc1nc2cnccc2n(CC(=O)Nc2c(F)c(F)cc(F)c2F)c1=O	0.6	-3	0.3	-2.2	-2	-8	12	4	0.4
CC(=O)N[C@H]1[C@H](OC2CCCCC2)O[C@H](COC(C)=O)[C@@H](OC(C)=O)[C@@H]1OC(C)=O	-0.6	-4	-1.1	-3.6	-4	-6	-10	2	0.9
COc1ccccc1OCCCn1c(=O)oc2ccc(C)cc21	-2.8	-7	-2.5	-2.2	-20	-4	12	-1	-1.5
COc1cc(NC(=O)CSc2nnc3c(C)cc4cc(C)cc(C)c4n23)c(C(=O)O)cc1OC	1.0	-2	-1.2	-2.6	-35	4	36	8	0.6
O=C(CCNC(=O)c1ccccc1)OCC(=O)c1ccccc1	0.0	-5	-2.6	-2.3	-5	-5	32	3	12
CCOC(=O)CN1C(=O)/C(=C/c2ccccc2Br)Oc2ccccc21	-0.7	10	-1.7	-1.7	-7	-8	-15	0	-0.5
Cn1c(=O)[nH]c(Nc2ccc(F)cc2)c([N+](=O)[O-])c1=O	0.5	-8	-2.0	0.8	1	-12	-12	2	0.7
COc1cc(C(=O)OCC(=O)NC(C)CCc2ccccc2)cc(OC)c1OC (stereo unspecified)	-0.4	-5	-4.2	-3.5	-36	-9	33	-4	-0.9
COc1cccc(OC)c1OCCCOc1ccc([N+](=O)[O-])cc1Cl	-1.3	17*	-2.0	-3.4	-4	-5	-12	-10	-0.9
COc1cc(S(=O)(=O)Nc2cccc3cn[nH]c23)c(OC)cc1Cl	1.3	-5	-0.1	-0.6	-22	-3	58	-3	0.9
O=C(O)C1C2CCC(C2)C1C(=O)Nc1cc(F)ccc1F (stereo unspecified)	3.4	-1	-5.0	-0.9	0	-5	12	-8	0.5
CCN(CC)CC(=O)Nc1ccc(/C(C)=N/NC2=NCCN2)cc1	0.6	-7	0.1	1.3	23	-2	-20	4	2.3

Three entries from above, ordered by the number in GalR3 antag, lowest first:
structure | GalR3 antag
COc1ccccc1OCCCn1c(=O)oc2ccc(C)cc21 | -4
CCN(CC)CC(=O)Nc1ccc(/C(C)=N/NC2=NCCN2)cc1 | -2
CCOc1ccc(S(=O)(=O)NCCCn2ccnc2)cc1NC(C)=O | -1

The list goes on:
SMILES	OXTR ag	GPR7 antag	IMP-1 inh	VIM-2 inhibitor	DNA FID counter	GalR3 antag	PHOSPHO1 inh	HCV NS3 hel inh	V1R ag counter
COc1ccc(NC(=O)CSc2nnc(Cc3cccn3C)n2-c2ccc(F)cc2)cc1OC	-0.1	-7	-3.9	-2.4	-30	-1	14	7	0.0
O=C(c1ccc2c(=O)n3c(nc2c1)CCCCC3)N1CCN(c2ccc([N+](=O)[O-])cc2)CC1	-0.6	0	-4.2	0.3	-58	-7	26	-2	2.8
COc1ccc(-n2c(=O)cc(N3CCOCC3)[nH]c2=O)cc1	0.7	-1	-5.0	-3.8	-2	-7	16	-1	-0.3
O=C(O)/C=C\C(=O)Nc1ccccc1N1CCN(c2ccccc2)CC1	-0.4	-10	-2.4	-3.9	-30	-3	nt	20	-0.2
CCc1ccc(/C=N/n2c(C)cc(C)c(C#N)c2=O)cc1	-2.3	-2	-1.4	-2.4	-1	-3	2	0	-1.2
COCc1ccc(CN2CCCC(C(=O)Nc3ccc(-c4cccc(OC)c4)cc3)C2)o1 (stereo unspecified)	6.3	0	-4.6	-2.9	12	-9	-2	-20	7.4
O=C(O)CSC(=S)N1CCCCC1	0.0	10	-2.1	2.6	5	-1	12	1	0.7
O=C(CC1C(=O)NCCN1Cc1c(F)cccc1Cl)NCCCN1CCCC1=O (stereo unspecified)	1.5	-13	-1.6	-0.7	-12	1	-14	0	1.7
CC1=C(C(=O)OC2CCCCCCC2)C(c2cc3c(cc2Br)OCO3)CC(=O)N1 (stereo unspecified)	-0.4	-12	-2.6	-0.7	-2	-4	-1	-12	0.1
COc1ccc(/C(C)=N/OCC(=O)Nc2nc3ccccc3s2)cc1OC	8.0	-10	-2.6	-1.1	-19	-1	-9	-2	4.7
COC(=O)CCCCCCCC(=O)Nc1nnc(C(F)(F)F)s1	3.9	-13	-0.5	-1.6	-19	0	45	6	3.2
CCOc1ccc(N2C(=O)NC(Cc3c[nH]c4ccccc34)C2=O)cc1 (stereo unspecified)	-1.1	-24	-3.3	-2.5	-3	1	12	8	-1.3
CSc1nc2ccc(NC(=O)c3ccc(F)c(F)c3)cc2s1	-1.3	-6	-3.4	-4.0	7	-3	17	3	-0.4
CCc1ccc2nc(SCC(=O)Nc3nnc(C)s3)c(C)cc2c1	-0.7	5	0.5	0.4	15	0	8	9	-1.1
COc1ccc(OCc2cc(C(=O)N3CCC(c4ccccc4)CC3)no2)c(Cl)c1	3.7	0	-2.9	-2.2	-32	3	14	-11	3.2
CCCc1nn2c(=O)c(C(c3cccc(Cl)c3)c3c(O)nc4sc(CCC)nn4c3=O)c(O)nc2s1	-0.5	-1	-0.7	-3.9	-35	3	54	17	0.6
Cc1ccc2nc(CCc3nc4ccc(C)cc4o3)oc2c1	-0.6	-11	-0.6	-0.5	-6	-2	7	-5	11
O=C(NC1C2CC3CC(C2)CC1C3)c1ccc(N2CCNCC2)c([N+](=O)[O-])c1 (stereo unspecified)	3.6	-5	-1.5	-0.5	14	0	-10	-37	0.4
Cc1ccc(C(=O)CNc2ccc(C)c(Cl)c2)cc1	0.7	-4	-3.7	-1.0	0	-1	-27	5	0.5
Cc1ccc(C(=O)Nc2ccccc2C(=O)O)cc1S(=O)(=O)NCc1ccccc1	-1.4	-3	-0.3	-2.8	-20	2	-6	22	0.4
O=C1N=C(N2CCN(Cc3ccccc3)CC2)S/C1=C/c1cccs1	-2.6	-6	-1.0	1.5	-23	-5	-3	-11	0.0
Cc1cc(N)n(-c2ccc(S(=O)(=O)c3ccc(C(C)C)cc3)cc2)n1	3.1	-5	-2.7	-4.0	-15	-3	22	-2	5.0
Cc1cc(-c2nc(C)c(-c3nnc(SCC(=O)Nc4ccccc4)n3C)s2)no1	-1.1	-6	0.3	-0.4	-7	-1	27	-3	9.9
COCCCN(Cc1cccs1)S(=O)(=O)c1csc(C(N)=O)c1	1.2	-8	2.2	0.9	-12	-8	44	3	3.4
CCOc1ccc(CNC(=O)CCC(=O)N2Cc3ccccc3Oc3ncccc32)cc1	2.3	-7	-0.9	-1.6	-44	-6	60	3	3.1

Only VIM-2 inhibitor, PHOSPHO1 inh and V1R ag counter, for some of the entries so far:
| Molecule | VIM-2 inhibitor | PHOSPHO1 inh | V1R ag counter |
| --- | --- | --- | --- |
| CCOc1ccc(CNC(=O)CCC(=O)N2Cc3ccccc3Oc3ncccc32)cc1 | -1.6 | 60 | 3.1 |
| Cc1cc(N)n(-c2ccc(S(=O)(=O)c3ccc(C(C)C)cc3)cc2)n1 | -4.0 | 22 | 5.0 |
| CCCc1nn2c(=O)c(C(c3cccc(Cl)c3)c3c(O)nc4sc(CCC)nn4c3=O)c(O)nc2s1 | -3.9 | 54 | 0.6 |
| COc1ccc(/C(C)=N/OCC(=O)Nc2nc3ccccc3s2)cc1OC | -1.1 | -9 | 4.7 |
